TCR act: T cell receptor activation; primary human leukocytes, anti-CD3, IL-2 HTRF, 48 h; AID 504894; Potency, µM (top dose mostly 9.22 µM), for inactives: top-dose activation of IL-2 secretion, actives largely listed as activators; 330,000 tested, under 10 active; also: % of control where 0% means no effect
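IL-2 release read by HTRF sandwich (Eu cryptate donor, d2 acceptor, 665 nm emission) after 48 hr exposure of primary human leukocytes to compound together with anti-CD3 beads in the absence of co-stimulatory signals.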
TRPV1 agonist: human TRPV1 agonism. Q8NER1. TRPV1-expressing cells, Fluo-8 calcium influx, agonist mode. activation, % at 8.33 µM. 320,000 compounds, 0.19% hits. AID 540275; in the data active = activation above about 80%; inconclusive = between about 30% and that limit; also: 0% is about no effect
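TRPV1-expressing cells were cultured overnight at 35.5C and loaded with Fluo-8 calcium dye for 40 to 90 min at room temperature. After a 10 s baseline, compound was added and calcium influx was read kinetically for 3 min (ex 480/em 520 nm).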
KCNH2 3.1 block: KCNH2 3.1 (human) potassium channel inhibition | U2OS KCNH2 3.1, thallium flux FluxOr; stronger effect = lower value | activity change, % (tested at about 1.8 µM) | 340,000 compounds, 0.95% hits | AID 720553;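 active = maximum activity change below -70%; inconclusive = maximum activity change from -70% to -50%; inactive = maximum activity change above -50%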;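 also: thallium influx rate constant from kinetic fluorescence after stimulation buffer; % is scaled to controls: 0 for no effect and ±100 for the full control effect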
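Virally transduced U2OS (3.1 isoform, 4 h infection in dark at RT) → overnight 37 C → FluxOr + Red40 in HBSS/HEPES, 45 min → stimulation buffer, 2 min kinetic read → rate constant vs DMSO controls.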
ELG1 repair inh: blocks ELG1-dependent DNA repair in HEK293T cells; Potency, µM (series often up to 46.1 µM), inactives show top-dose activity change, negative = inhibition, hits mostly inhibitors; 330,000 compounds, 2.3% hits; AID 504467; HEK293T ELG1-luciferase reporter, luminescence, 16 h; DNA damage induced by 5-fluorouridine; also: potency is read from the fitted curve at half-maximal effect; % is scaled to controls: 0 for no effect and ±100 for the full control effect; nearly all actives have a fitted effect of over 55% in size
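HEK293T cells expressing luciferase-tagged ELG1 (2,000/well) received 5-Fluorouridine plus compound or DMSO for 16 hr at 37 °C. Luciferase was read by ONE-Glo luminescence after 30 min at room temperature.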
KCNH2 WT inh: KCNH2 (human, wildtype) channel inhibition | 340,000 compounds, 0.37% hits | U2OS, BacMam KCNH2, thallium flux FluxOr; stronger effect = lower value | activity change, % at 1.84 µM;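 active = maximum activity change below -70%; inconclusive = maximum activity change between -70% and -50%; inactive = maximum activity change above -50%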; also: % is scaled to controls: 0 for no effect and ±100 for the full control effect
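U2OS cells transduced with wild-type KCNH2 virus are loaded with FluxOr dye for 45 min, and thallium flux is measured in kinetic reads before and after stimulation buffer. Rate constants are normalized to DMSO controls.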
USP2a block: USP2a (human) protease inhibition. O75604. USP2 core, Ub-CHOP2 coupled fluorogenic reporter, 485/531. Potency, µM (doses to about 38.3 µM), for inactives: at the highest dose activity change, negative = inhibition, most hits filed as inhibitors. 330,000 compounds, 0.01% hits. AID 463254;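 also: potency is read from the fitted curve at half-maximal effect; plate controls were DMSO wells for no effect and full inhibition by NEM control for full effect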
Target sequence (O75604 whole entry, looked up): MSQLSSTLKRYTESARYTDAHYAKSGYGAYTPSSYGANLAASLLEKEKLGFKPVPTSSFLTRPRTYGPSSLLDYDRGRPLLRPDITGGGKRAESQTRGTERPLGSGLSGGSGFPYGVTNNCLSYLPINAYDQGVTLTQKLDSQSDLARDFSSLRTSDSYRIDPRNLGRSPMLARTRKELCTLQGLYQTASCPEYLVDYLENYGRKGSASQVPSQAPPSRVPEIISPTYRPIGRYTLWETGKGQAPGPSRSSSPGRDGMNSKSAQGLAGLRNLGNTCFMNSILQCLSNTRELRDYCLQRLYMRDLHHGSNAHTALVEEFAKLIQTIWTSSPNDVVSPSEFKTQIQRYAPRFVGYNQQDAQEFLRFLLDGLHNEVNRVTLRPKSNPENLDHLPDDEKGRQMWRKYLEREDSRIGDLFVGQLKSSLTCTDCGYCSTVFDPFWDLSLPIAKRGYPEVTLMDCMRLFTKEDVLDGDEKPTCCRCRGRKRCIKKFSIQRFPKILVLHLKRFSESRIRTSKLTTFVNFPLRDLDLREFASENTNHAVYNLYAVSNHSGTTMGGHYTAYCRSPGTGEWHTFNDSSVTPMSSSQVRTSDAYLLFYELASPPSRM
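USP2 core (10nM final) preincubated 30min RT with compound in 20mM Tris-HCl pH 8.0, 2mM CaCl2, 2mM beta-mercaptoethanol, 0.05% CHAPS; 25nM Ub-CHOP2 plus 25nM reporter substrate added, fluorescence (Ex485/Em531) read after 60min.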
Eya2 phos inh: inhibitors of human Eya2 phosphatase activity; recombinant Eya2, OMFP fluorescence dephosphorylation (OMFP is methylfluorescein phosphate); Potency, µM (titrated, usually from 76.9 µM), for inactives: at the highest dose activity, negative = inhibition, most hits filed as inhibitors; 330,000 compounds, 0.006% hits; also: potency is read from the fitted curve at half-maximal effect; % is scaled to controls: 0 for no effect and ±100 for the full control effect
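Eya2 protein (added as 0.2 uM solution) was preincubated with compound for 10 min at ambient temperature in 50 mM HEPES pH 7.5, 50 mM NaCl, 5 uM MgCl2, 0.05% BSA, 1 mM DTT. OMFP (added at 50 uM) then reacted 10 min; fluorescence read at 485/525 nm.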
Mito fusion act: blocks mitochondrial division or promotes mitochondrial fusion. S. cerevisiae fusion-defective mutant growth rescue, CellTiterGlo 48 h. Potency, µM (top dose mostly 46.1 µM), for the others: at the top dose growth rescue (activation), actives largely listed as activators. 320,000 compounds, 0.23% hits;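 also: potency is read from the fitted curve at half-maximal effect; % of control where 0% means no effect; nearly all actives have a fitted effect of over 45% in size; temperature-sensitive fusion mutants such as fzo1-1 at 37 °C on non-fermentable ethanol glycerol medium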
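Luminescent cell viability in 1536-well qHTS format served as the measure of rescued growth in ts fusion-mutant S. cerevisiae cultured on non-fermentable YPEG for 48 hours at 37C.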
A-T KAP1 phos: potential ataxia-telangiectasia treatments restoring KAP-1 phosphorylation; 320,000 compounds, 0.19% hits; […] A-T fibroblasts, KAP-1 phosphorylation AlphaLISA; neocarzinostatin DNA damage 30 min before lysis; Potency, µM (highest dose often 57.5 µM), for inactives: at the highest dose activation, usual class: activators; also: potency is read from the fitted curve at half-maximal effect; % of control where 0% means no effect; nearly all actives have a fitted effect of over 45% in size
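ATM-like activity read as KAP-1 phosphorylation via AlphaLISA donor/acceptor antibody pairs after lysis and 6 hr at 25C. Cells were ATM-null patient fibroblasts ([…], hTERT), dosed 60 min, then exposed to the DSB inducer NCS for 30 min.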
TSHR antagonist: blocks TSH signaling through the human TSH receptor. P16473. TSHR-expressing cells, TSH-stimulated cAMP HTRF, 2 h; stronger effect = lower value. activity change, negative = inhibition, % at 11.5 µM. 330,000 compounds, 0.2% hits;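 active = activity change below a set negative limit, meaning inhibition stronger than a set level, cut at about -70% in these data; inconclusive = activity change between two set negative limits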; also: % is scaled to controls: 0 for no effect and ±100 for the full control effect
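Freshly harvested TSHR cells receive pin-tooled compound, then EC80 TSH at 4nM final. After 2 hours at 37 deg C, antibody in lysis buffer and cAMP-d2 are added; 30 minutes at ambient temperature precede the HTRF read.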
* hit, by the source's call; i = inactive; u = inconclusive; x = no result given; & = joins results of further samples; [ ] = remark or other dose. Unless noted, calls follow the shape of the dose curve; as a rule, active = well fitted curve in the direction sought with a large enough effect; inconclusive = small, poorly fitted or top-dose-only effect, or another doubt; inactive = no such curve, though single readings can be large; an effect the other way counts as inactive or inconclusive. Only part of the results is shown; count on the stated rates, not on these rows.

SMILES	TCR act	TRPV1 agonist	KCNH2 3.1 block	ELG1 repair inh	KCNH2 WT inh	USP2a block	Eya2 phos inh	Mito fusion act	A-T KAP1 phos	TSHR antagonist
CN(CC(=O)Nc1cccc(F)c1)C(=O)c1ccc(NC2CC2)c([N+](=O)[O-])c1	6%	4	-6	-3%	6	-1%	-6%	8%	-3%	3
Cc1ccc(C(=O)N2CCC3(CC2)Oc2ccc(Cl)cc2C(=O)C32CC(c3ccccc3)=NO2)s1 (centres undefined)	1%	2	-27	-5%	10	0%	-3%	2%	-23%	1
C=CCC(NCc1ccco1)c1ccc(OC)cc1OC (centres undefined)	x	0	x	1%	x	-5%	-4%	-2%	-5%	-2
Cc1nn(-c2ccccc2)c(N)c1N=Nc1ccc2ccccc2c1	-1%	8	6	u	i	1%	-2%	u	22%	-34
CCN(CC)C(=O)COc1ccc(N(C)S(=O)(=O)c2ccc(NC(C)=O)cc2)cc1	-9%	-1	-4	u	-5	-4%	-7%	-1%	11%	12
COc1ccc(CC(=O)Nc2cccc(/C(C)=N/NC(=O)C3(C)CC3(Br)Br)c2)cc1 (centres undefined)	1%	30	-8	-26%	4	1%	-13%	-1%	8%	-4
COc1ccc(CCNc2nc(-c3sc(N)nc3C)cs2)cc1OC	8%	-1	1	u	2	0%	3%	-1%	1%	3
CCc1ccccc1NC(=O)c1cc(-c2ccc(F)cc2)on1	-1%	0	-11	u	5	0%	14%	0%	0%	0
Cc1ccc2oc(=O)c3cc(C(=O)Nc4cc(-c5cccc(F)c5)no4)sc3c2c1	x	-2	x	4%	x	2%	-5%	-3%	7%	-3
Clc1cccc(Cl)c1COn1nnc2ccccc21	x	18	-2	u	-1	5%	-17%	-1%	x	-21
CCOc1ccc2c(c1)N(C(=O)CN1C(=O)CCC1=O)C(C)(C)C=C2C	1%	2	0	-16%	3	1%	-17%	2%	-2%	5
CN(C)CCN1C(=O)C(=O)/C(=C(/O)c2ccc(S(=O)(=O)N3CCOCC3)cc2)C1c1ccc(F)cc1 (centres undefined)	-2%	1	1	-3%	-5	2%	-10%	1%	13%	33
Cn1cccc1/C=N/NC(=O)c1ccc(OC(F)(F)C(F)F)cc1	3%[46.1 µM]	u	-5	u	-7	2%	-13%	0%	-22%	5
CC1(C)CC(=O)C=C(c2cccc(O)c2)C1=O	-5%	2	-13	11%	9	0%	2%	7%	-13%	-14
CCOc1ccc(-c2nonc2NC(=O)c2ccco2)cc1	5%	1	14	-2%	20	1%	-9%	4%	-4%	3
O=C(Oc1ccc2ccccc2c1Br)N1CCCCCC1	3%	4	-28	u	-6	0%	-22%	-2%	13%	-3
Cc1nnc(NC(=O)c2ccc(-c3ccc([N+](=O)[O-])cc3)o2)s1	-5%	-7	-40	0%	-17	0%	-5%	0%	5%	-13
CC(=O)c1ccc(S(=O)(=O)Nc2ccc(-n3cnnn3)cc2)cc1	-1%	-7	6	27%	-2	-1%	0%	4%	11%	-1
O=C(Nc1sc2c(c1C(=O)O)CCCCC2)c1cccnc1	0%	3	11	19%	4	-1%	7%	0%	16%	-27
COc1ccccc1NS(=O)(=O)c1cc(C(=O)NCCN2CCOCC2)ccc1Cl	2%	-3	9	-11%	-8	-1%	-3%	0%	3%	1
C[C@H](NC(=O)C1(c2ccccc2)CCN(C(=O)[C@H]2CSCN2C(=O)OC(C)(C)C)CC1)C(=O)O	10%	-2&-2	-4	-19%	1	1%&1%	-7%&-4%	0%&-8%	2%	-12&3
CC(=O)Nc1ccc(OCC(O)CN2CCN(c3ccc(Cl)cc3)CC2)cc1 (centres undefined)	4%[46.1 µM]	7	-1	-21%	29	2%	1%	0%	-6%	12
COc1ccc(NC(=O)CCc2nnc3ccc(N4CCC(C)CC4)nn23)cc1	-4%	-2	19	-7%	9	1%	0%	2%	-13%	15
Cc1ccc2nc3sc(C(=O)Nc4ccc(F)cc4)cc3cc2c1	x	-2	x	x	x	2%	1%	2%	7%	0
COc1ccccc1N(CC1CO1)S(=O)(=O)c1ccccc1 (centres undefined)	4%	-1	4	17%	2	-1%	-3%	-2%	7%	1
O=C(COC(=O)c1cncc(Br)c1)NCc1ccc(Cl)cc1	-7%	16	-7	0%	6	2%	-14%	-2%	2%	-1
O=C(O)C[C@@H](CNC(=O)COc1ccc2ccc(=O)oc2c1)c1ccc(Cl)cc1	-1%	1	9	-5%	4	2%	-9%	4%	7%	-3
C#Cc1ccc([C@H]2C=C(C(=O)OCC=C)O[C@@H](OCC)[C@@H]2CCCO)cc1	-9%	-4	-3	-8%	1	1%	12%	1%	-4%	-6
CCc1ccccc1NC(=S)N(Cc1ccc(OC)cc1)CC1CCC(C(=O)O)CC1 (centres undefined)	2%	-3	-1	16%	-11	2%	-3%	-6%	1%	-4
O=C(c1ccc(-c2cc(Cl)ccc2Cl)o1)N1CCOCC1	-5%	u	11	u	-13	1%	6%	15%	2%	-7
COc1ccc(CN(C(=O)c2cnccn2)C(C(=O)Nc2ccc(F)cc2)c2ccccc2)cc1 (centres undefined)	-5%[46.1 µM]	11	-7	u	11	1%	3%	8%	-4%	4
Cn1nnnc1SCC(=O)N1CCCCC1	7%	1	-5	11%	-14	1%	17%	-5%	0%	7
CC(=O)CC(C)(C)NC(C)=S	1%	3	1	1%	1	1%	4%	14%	8%	4
CC1CCN(S(=O)(=O)c2ccc(C(=O)NCc3ccco3)cc2)CC1	-4%	12	18	-6%	-1	-1%	-7%	2%	1%	-7
CCOC(=O)C1=C(C)OC(N)=C(C#N)C1c1c(C)nn(-c2ccc(C)cc2)c1Cl (centres undefined)	x	-1	x	7%	x	1%	10%	2%	0%	-3
CCOC(=O)CC1CCCCN1Cc1cn(C)nc1-c1ccc2c(c1)OCCO2 (centres undefined)	10%	-1	7	4%	1	1%	2%	4%	3%	17
Cc1cc(=O)oc2c(C)c(OCC(=O)NC3CCN(Cc4ccccc4)CC3)ccc12	-13%	1	-3	-6%	5	5%	-3%	3%	2%	-1
CN(C1=NS(=O)(=O)c2ccccc21)c1ccc(OC(=O)c2ccccc2)cc1	1%	3	9	19%	-1	-4%	6%	-2%	3%	4
CCOC(=O)/C(C#N)=C/c1c(N2CCN(CC)CC2)nc2c(C)cccn2c1=O	5%	20	-13	5%	-5	2%	2%	-10%	-31%	3
CC(C)N(C(=O)Cn1cc(S(=O)(=O)CC(=O)NC2CCCCC2)c2ccccc21)C(C)C	-8%	-1	20	16%	11	7%	-10%	-5%	-3%	17

Ten of these compounds, reformatted:
Order of results – TCR act | TRPV1 agonist | KCNH2 3.1 block | ELG1 repair inh | KCNH2 WT inh | USP2a block | Eya2 phos inh | Mito fusion act | A-T KAP1 phos | TSHR antagonist
- COc1ccc(CN(C(=O)c2cnccn2)C(C(=O)Nc2ccc(F)cc2)c2ccccc2)cc1 (centres undefined)
  -5%[46.1 µM] | 11 | -7 | u | 11 | 1% | 3% | 8% | -4% | 4
- Cn1nnnc1SCC(=O)N1CCCCC1
  7% | 1 | -5 | 11% | -14 | 1% | 17% | -5% | 0% | 7
- CC(=O)CC(C)(C)NC(C)=S
  1% | 3 | 1 | 1% | 1 | 1% | 4% | 14% | 8% | 4
- CC1CCN(S(=O)(=O)c2ccc(C(=O)NCc3ccco3)cc2)CC1
  -4% | 12 | 18 | -6% | -1 | -1% | -7% | 2% | 1% | -7
- CCOC(=O)C1=C(C)OC(N)=C(C#N)C1c1c(C)nn(-c2ccc(C)cc2)c1Cl (centres undefined)
  x | -1 | x | 7% | x | 1% | 10% | 2% | 0% | -3
- CCOC(=O)CC1CCCCN1Cc1cn(C)nc1-c1ccc2c(c1)OCCO2 (centres undefined)
  10% | -1 | 7 | 4% | 1 | 1% | 2% | 4% | 3% | 17
- Cc1cc(=O)oc2c(C)c(OCC(=O)NC3CCN(Cc4ccccc4)CC3)ccc12
  -13% | 1 | -3 | -6% | 5 | 5% | -3% | 3% | 2% | -1
- CN(C1=NS(=O)(=O)c2ccccc21)c1ccc(OC(=O)c2ccccc2)cc1
  1% | 3 | 9 | 19% | -1 | -4% | 6% | -2% | 3% | 4
- CCOC(=O)/C(C#N)=C/c1c(N2CCN(CC)CC2)nc2c(C)cccn2c1=O
  5% | 20 | -13 | 5% | -5 | 2% | 2% | -10% | -31% | 3
- CC(C)N(C(=O)Cn1cc(S(=O)(=O)CC(=O)NC2CCCCC2)c2ccccc21)C(C)C
  -8% | -1 | 20 | 16% | 11 | 7% | -10% | -5% | -3% | 17
